High-throughput results (PubChem BioAssay)
Lipid storage S3: qHTS Assay for Lipid Storage Modulators in Drosophila S3 Cells. Drosophila S3 cells, BODIPY lipid droplet fluorescence, 18-24 h; cells fed with added oleic acid. lipid storage change, negative = inhibition, % at the top dose, mostly 46.1 µM; hits show Potency in µM. 320,000 tested, 0.64% active. AID 2685, 2010; active = well fitted inhibition curve with a large enough effect in the signal ratio, with a control signal flat, not every such curve was filed as active; inconclusive = small, poorly fitted or top-dose-only effect, or effect the other way, or a change in a side signal; the % refers to the signal ratio
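Laser-scanning cytometry quantifies lipid droplet accumulation (500–530 nm total intensity; droplet/cell object ratio) in oleic acid-fed (400 uM added) Drosophila S3 cells treated with a concentration series. 20 uM Triacsin C defined 100% inhibition.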
Lipid storage S3 cell count max: further read-out of Lipid storage S3, marked with its call; cell number change, %; measured here: cell count max response;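 cells counted by Cell Tracker Red CMTPX staining in the red channel; peak over a dose series mostly up to 46.1 µM; percent activity relative to internal control wells on each plate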
The depositor's hits bear a star; i = inactive; ? = inconclusive; · = no result given. % is scaled to controls: 0 for no effect and ±100 for the full control effect; potency is read from the fitted curve at half-maximal effect. The list is partial; rates above refer to the full screens.

SMILES | Lipid storage S3 | Lipid storage S3 cell count max
O=[N+]([O-])c1cc(Cl)ccc1NCCNc1ncc(C(F)(F)F)cc1Cl | ? | ·
CC(C)NC(=O)[C@H](CSCc1ccccc1)N1Cc2ccccc2C1=O | ? | ·
COC(=O)c1scc(S(=O)(=O)C(C)(C)C)c1-n1cccc1 | -12% | 5
O=C(N/N=C/c1coc2ccc(Cl)cc2c1=O)c1ccc(O)cc1 | ? | ·
COc1ccc2oc(C(=O)OCC(=O)N3CCN(S(=O)(=O)c4ccccc4)CC3)c(C)c2c1 | ? | ·
O=C(CSc1nnc(-c2ccccc2F)o1)N1CCCC1 | 23µM* | 23*
Nn1c(SCc2cccc3ccccc23)nnc1-c1ccco1 | ? | ·
N#CCCN(Cc1cccs1)C(=O)c1ccc(Cl)cc1 | -19% | -15
Cc1[nH]c2ccccc2c1C(=O)C(=O)NCCOc1ccccc1 | 4% | 6
COc1cc(Cl)ccc1S(=O)(=O)n1nc(C)cc1C | i | -8
CSc1ncccc1C(=O)NNc1cc(Cl)ccc1Cl | ? | ·
O=C(CSc1nc2ccccc2[nH]1)N/N=C/c1ccncc1 | 3% | 10
CCN(C(=O)c1c(C)noc1C)c1c(N)n(Cc2ccccc2)c(=O)[nH]c1=O | ? | ·
O=C(NCc1cccnc1)C(=O)NCC(c1ccco1)N1CCN(c2ccccc2)CC1 (stereo not drawn) | 23% | 5
Nc1nc(-c2ccc(F)cc2)cs1 | -4% | 9
O=C(CN1C(=O)S/C(=C\c2ccc(F)cc2)C1=O)NCCCn1ccnc1 | i | -28
CC1Oc2ccccc2N(CC(=O)NCc2ccc3c(c2)OCO3)C1=O (stereo not drawn) | 8% | 16
Cn1c(CN2CCN(c3ccc(Cl)cc3)CC2)nc2ccccc21 | ? | ·
COc1ccc(N2CCN(C(=O)CCc3nnc4ccc(N5CCC(C)CC5)nn34)CC2)cc1 | ? | ·
CCOn1c(=O)c(-c2ccc(F)cc2)[n+]([O-])c2ccccc21 | ? | ·
O=C(O)c1cccc(-c2ccc(/C=N/Nc3nn[nH]n3)o2)c1 | ? | ·
Cn1c(CCN2CCCCC2)nc2cc(NC(=O)Nc3ccccc3)ccc21 | ? | ·
CCOc1ccc(N2C=Nc3ccc(OCC)cc3C2)cc1 | ? | ·
Cc1nc(/C(N)=N/OC(=O)c2cccc(Cl)c2)c(C(F)(F)F)o1 | 6% | -1

3 entries from above, ordered by SMILES length, falling:
SMILES | Lipid storage S3 | Lipid storage S3 cell count max
O=C(O)c1cccc(-c2ccc(/C=N/Nc3nn[nH]n3)o2)c1 | ? | ·
Cn1c(CN2CCN(c3ccc(Cl)cc3)CC2)nc2ccccc21 | ? | ·
Nc1nc(-c2ccc(F)cc2)cs1 | -4% | 9

Next section:
SMILES | Lipid storage S3 | Lipid storage S3 cell count max
Cc1ccc2[nH]c3c(=O)n(CCCN4CCOCC4)cnc3c2c1 | ? | ·
O=C(NCc1ccc2c(c1)OCO2)c1ccc2c(c1)C(=O)N(Cc1cccnc1)C2=O | ? | ·
OC1COC(OCC2OC(OCc3ccccc3)C(O)C(O)C2O)C(O)C1O (stereo not drawn) | -1% | ·
C/C=C/C(=O)Nc1ccccc1Br | ? | ·
Cn1c(N)c(C(=O)CSc2nnc(NC3CCCCC3)s2)c(=O)n(C)c1=O | ? | ·
COc1ccc(CCn2nnc(-c3ccc(NC(C)=O)c(Cl)c3)n2)cc1 | 8% | 0
Oc1c(Br)cc(Br)c(/C=N/n2c(-c3ccccc3)n[nH]c2=S)c1Br | ? | ·
Cc1ccc(N2CC(C(=O)N3CCOCC3)CC2=O)cc1C (stereo not drawn) | ? | ·
Cc1ccc([C@@H]2C[C@H]3CN(Cc4cccc(Cl)c4)C(=O)[C@]34CCCN24)o1 | -20% | -9
Cc1cc(NC(=O)C(C)Sc2nc(-c3cccs3)nc3ccccc23)no1 (stereo not drawn) | ? | ·
CC(C)=N/N=C(/c1ccc([N+](=O)[O-])cc1)C12CN3CN(CN(C3)C1)C2 | 2% | 6
COc1ccccc1C(=O)NC(=O)Nc1c(C)cc(C)cc1C | 6% | 1
CC(C)N(C(=O)CSc1nc(COc2ccccc2)nc2ccccc12)C(C)C | ? | ·
COc1ccc(OC)c(S(=O)(=O)n2cccn2)c1 | 4% | 0
O=C(CCc1nnc2ccc(N3CCCC3)nn12)Nc1cc(F)ccc1F | ? | ·
CCN(C(=O)CSc1nnc(-c2ccc(Cl)cc2)n1C)C1CCS(=O)(=O)C1 (stereo not drawn) | ? | ·
CC(C)CC1NC(=O)N(CC(=O)Nc2ccccc2-c2ccccc2)C1=O (stereo not drawn) | 7% | ·
COc1c(C)cc(C(=O)C2CCCN(Cc3c(C)n(C)n(-c4ccccc4)c3=O)C2)cc1C (stereo not drawn) | -23% | -6
Cc1cc(NC(=O)Nc2ccccc2[N+](=O)[O-])no1 | ? | ·
O=C(O)C(c1ccccc1)N1C(=O)/C(=C\c2ccc(-c3cccc(Cl)c3)o2)SC1=S (stereo not drawn) | ? | ·
O=C(CN1CCC(n2nnc3ccccc32)CC1)Nc1ccc2c(c1)CCC2 | ? | ·
COc1ccc(C(C)(C)C)cc1NC(=O)Cn1cnnn1 | ? | ·
O=C(CN1C(=O)/C(=C/c2cccc(Br)c2)SC1=S)NC1=NCCS1 | ? | ·
Cc1ccc(C2(C)NC(=O)N(CC(=O)NNC(=O)c3cc(C)oc3C)C2=O)cc1 (stereo not drawn) | ? | ·
COC(=O)C(C)Oc1cc(OC(C)C(=O)OC)c2c(-c3ccccc3)cc(=O)oc2c1 (stereo not drawn) | 9% | 4
C=C(C)CSc1nc(N)cc(=O)[nH]1 | 13% | 20
CC(C)/C=N/Nc1nc(-c2ccc(Br)cc2)cs1 | ? | ·
COc1ccccc1C1CN=NC12CCCc1ccccc1C2=O (stereo not drawn) | -11% | 12
COCCNc1oc(-c2ccc(F)cc2)nc1C#N | ? | ·
COC(=O)Cn1c(CN2CCN(c3ccc(F)cc3)CC2)nc2c1c(=O)n(C)c(=O)n2C | ? | ·
COc1ccccc1C(C)Nc1nc(-c2cccnc2)nc2ccccc12 (stereo not drawn) | ? | ·
Cc1ccc(NC(=O)c2ccccc2)cc1-n1cnnn1 | 5% | 13
COc1cccc2[nH]c(=O)c(-c3ccccc3)cc12 | 9% | -7
O=C(CSc1nc(-c2ccccc2)nc2c1Cc1ccccc1O2)Nc1ccccc1 | ? | ·
Cn1c(=O)c2ccccc2n2c(CCl)nnc12 | ? | ·
Cc1cc(SCC(=O)N(CC(C)C)c2c(N)n(CC(C)C)c(=O)[nH]c2=O)nc2ccccc12 | ? | ·
CCC(=O)Nc1ccc(C(=O)OCc2ccccc2)cc1 | ? | ·
COc1cccc(C(=O)/C=C/c2ccc(N3CCCCC3)c([N+](=O)[O-])c2)c1 | 3% | -5
Cc1cc(NS(=O)(=O)c2ccc(NC(=O)CSc3nc4ncccc4[nH]3)cc2)nc(C)n1 | -7% | -9
Cn1cc(/C=C2\SC(=O)N(c3ccc(O)cc3)C2=O)c2ccccc21 | 1% | -12
O=C(c1cc(-c2ccccc2Cl)nc2ccccc12)N1CCC1 | ? | ·
CS(=O)(=O)N1CCN(C(=O)c2cccnc2)CC1 | -1% | 7
CCOC(=O)c1ccccc1NC(=O)COC(=O)CSCC(=O)Nc1cc(C)on1 | ? | ·
c1ccc2c(c1)OCCOCCOc1ccccc1OCCOCCO2 | 4% | 3
CSCCC(NS(=O)(=O)/C=C/c1ccccc1)C(=O)O (stereo not drawn) | -20% | -10
CN1CCC/C1=C1/C(=O)N(c2ccccc2)N=C1NC(=O)Nc1cccc(Cl)c1 | ? | ·
O=C(OCc1nc2ccccc2s1)c1ccccc1O | ? | ·
C=CCNC(=S)Nc1ccc2nsnc2c1 | ? | ·
COc1ccc(CN2CCC(C(=O)N(C)CCc3ccc(OC)c(OC)c3)CC2)c(OC)c1 | ? | ·
CNc1c([N+](=O)[O-])cnn1-c1ccccc1Cl | ? | ·
CC(=O)c1c(C)[nH]c(C(=O)COC(=O)C2CC2)c1C | ? | ·
O=C(Nc1ccncc1)c1ccc(Cl)c(S(=O)(=O)N2CCCC2)c1 | ? | ·
CCN(CC)CCOC(=O)c1cc(Cl)c(N)cc1OC | -15% | ·
O=C(CSc1nnc(-c2ccc(F)cc2)o1)Nc1ccc(S(=O)(=O)N2CCCCCC2)cc1 | 8% | -6
Cc1cc(C)c(NC(=O)c2cccc(NC(=O)c3ccco3)c2)c(C)c1 | ? | ·
CS(=O)(=O)NNC(=O)c1cc2cc3ccccc3nc2s1 | ? | ·
CCN(Cc1ccccc1)C(c1ccc(C)cc1)c1nnnn1C(C)(C)CC (stereo not drawn) | -10% | -24
O=C(Cn1cc(C(F)(F)F)cc(Cl)c1=O)NC1CCS(=O)(=O)C1 (stereo not drawn) | 2% | 14
Cc1ccc(S(=O)(=O)NCC(=O)NCC2COc3ccccc3O2)cc1C (stereo not drawn) | ? | ·
CCc1ncc(CN2CCC(C(=O)Nc3ccc(-n4nc(C)cc4C)cc3)CC2)cn1 | 21% | 2

Continuation:
SMILES | Lipid storage S3 | Lipid storage S3 cell count max
CC1=C(C(=O)N2CCOCC2)C(c2ccccc2F)C2=C(CC(C)(C)CC2=O)N1 (stereo not drawn) | 5% | 7
CCC(C)(C)C1CCC2(CC1)NC(=S)N(c1ccccc1)N2 (stereo not drawn) | 0% | 11
CC1(C)C2CCC1(CS(=O)(=O)N1CCN(c3ccc(F)cc3)CC1)C(=O)C2 (stereo not drawn) | ? | ·
COc1ccc(CC(=O)N2CCN(c3ccccn3)CC2)cc1OC | ? | ·
Cc1ccc(NC(=O)CCNCc2ccco2)cc1S(=O)(=O)N(C)C | ? | ·
Cc1nc2c(C(=O)NCc3ccc4c(c3)OCO4)c[nH]n2c(=O)c1Cc1ccccc1F | 11% | -13
Cc1ccc(OCC(=O)NCC(=O)Nc2ccc(F)cc2)c([N+](=O)[O-])n1 | ? | ·
NS(=O)(=O)c1ccc(NC(=O)CSc2ncccn2)cc1 | 14% | 0
Cc1cccc(NC(=O)CSc2nnc(C3CC3)n2CC2CCCO2)c1C (stereo not drawn) | ? | ·
CNC(=S)N/N=C(\C)c1ccc(Cl)c(Cl)c1 | ? | ·
Cc1nc(SCC(=O)NNC(=O)c2cccs2)[nH]c(=O)c1C | -11% | -10
O=[N+]([O-])c1ccc(C2OCCO2)cc1CS(=O)(=O)c1ccccc1 | ? | ·

For reference, some entries already given.
SMILES | Lipid storage S3 | Lipid storage S3 cell count max
CCC(C)(C)C1CCC2(CC1)NC(=S)N(c1ccccc1)N2 (stereo not drawn) | 0% | 11
CC1(C)C2CCC1(CS(=O)(=O)N1CCN(c3ccc(F)cc3)CC1)C(=O)C2 (stereo not drawn) | ? | ·

Continuation.
SMILES | Lipid storage S3 | Lipid storage S3 cell count max
O=C(CN(C(=O)CCC(=O)Nc1nccs1)c1ccc2c(c1)OCO2)NCc1ccc(F)cc1 | ? | ·
Cc1ccc(S(=O)(=O)Nc2cc3c4c(c2)CC(=O)N4CCC3)cc1 | ? | ·
CCOC(=O)C1=C(c2ccccc2)OC(N)=C(C#N)C1c1cccnc1 (stereo not drawn) | 18% | 6
O=C(CSc1nnc(-c2ccco2)o1)NCC(=O)c1ccccc1 | ? | ·
O=C(Cc1ccccc1[N+](=O)[O-])N1CCN(c2ccccc2F)CC1 | 3% | -2
Cc1cccc(OCc2cc(-c3ccccc3)no2)c1C | 26% | 19
Cn1c(=O)cc(C(=O)N/N=C/c2ccc(F)cc2)[nH]c1=O | ? | ·
C=CCS(=O)(=O)N1CCCC(C(=O)c2cccc(Cl)c2)C1 (stereo not drawn) | ? | ·
C=CCN(C(=O)CCC(=O)Nc1cc(C)on1)C(C(=O)NC1CCCC1)c1ccc(C)cc1 (stereo not drawn) | ? | ·
Cc1ccc2c(c1Br)/C(=N/N1C(=O)c3ccccc3C1=O)C(=O)N2 | -7% | -20
CCCN(CCC)S(=O)(=O)c1ccc(C(=O)N2CC3CCC(CC3)C2)cc1 | ? | ·
Cc1ccc(-c2oc3ccccc3c(=O)c2O)cc1 | ? | ·

The list goes on; the last two above are carried over.
SMILES | Lipid storage S3 | Lipid storage S3 cell count max
CCCN(CCC)S(=O)(=O)c1ccc(C(=O)N2CC3CCC(CC3)C2)cc1 | ? | ·
Cc1ccc(-c2oc3ccccc3c(=O)c2O)cc1 | ? | ·
COc1ccc(N2C(=O)CCC2(C(N)=O)c2ccccc2)cc1 (stereo not drawn) | ? | ·
COc1ccc(CCNC(=O)c2ccc(NS(=O)(=O)c3ccc4[nH]c(=O)[nH]c4c3)cc2)cc1 | -1% | -10
CCOc1ccc2nc(NC(=O)c3cnccn3)sc2c1 | 10% | 12
O=C(NNC(=O)c1ccc2[nH]c(=O)c(=O)[nH]c2c1)c1cccc(Br)c1 | i | 18
C/C(=N\NS(=O)(=O)c1ccc(Cl)cc1)c1ccc(O)cc1 | -20% | -10
CC1CCN(C(=O)COC(=O)c2cc(Cl)cc(Cl)c2N)CC1 | ? | ·
Cc1ccc(OCCSCc2nnc(NC(=O)Nc3cccc(Cl)c3)s2)cc1 | ? | ·
O/N=C1/CCc2cccc3cccc1c23 | ? | ·
